Screening results: PubChem BioAssay, several laboratories
CHRM4 PAM – CHRM4 positive allosteric modulation. CHO-K1 hM4/Gqi5, Fluo-8 calcium fluorescence, ACh EC20; 0% = ACh EC20, 100% = maximal ACh. 360,000 tested, 0.4% active. P08173. activation, % at 3 µM. AID 624126;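 active means activation above its plate's cutoff, the mean activation of sample wells plus 3 SD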; further: some results filed as inactive read as strong as hits
GalR3 antag – human GalR3 antagonism | inhibition, % at 3 µM | O60755 | 360,000 tested, 0.44% active | HEK293 GalR3-CNG cAMP membrane potential fluorescence; galR3 body fused to GalR1 C-terminus;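 active means inhibition above the screen-wide average plus 3 SD, cut at about 13% in these data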;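 further: forskolin and galanin both at EC90 stimulate the cells; cAMP rise reported by CNG channel membrane potential dye signal; 0% = forskolin plus galanin with DMSO and 100% = forskolin alone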
MEKK3 PB1 HTS – modulators (inhibitors or enhancers) of MEK5 binding to human MEKK3 PB1 domain | 290,000 tested, 1.4% active | bead-based flow cytometry, Alexa488-MEK5 binding to MEKK3; actives lie on both sides; 0 = blocked by unlabeled MEK5, 100 = vehicle | Q99759 | AID 1529 | binding response (% of control), % at 10 µM;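 active means binding response more than 3 SD above or below the average of its plate-row segment, actives on both sides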;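 further: Alexa488 bead fluorescence after subtracting the streptavidin-only scavenger bead signal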
CRFR2-BP antag – CRF-BP/CRF-R2 complex antagonism; HEK293 CRF-R2/CRF-BP, CRF-induced calcium fluorescence; AID 588475; 350,000 tested, 0.59% active; inhibition, % at 11.8 µM;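 active means inhibition of the ligand-induced calcium signal above about 50% at the single tested concentration, limit read from the data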
p-CIP stab down – compounds decreasing mouse p/CIP protein stability | F442A p/CIP-EGFP cells, EGFP fluorescence, 16 h | decrease of EGFP signal, % at 10 µM | 290,000 tested, 0.01% active | Q05BA5;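 active means EGFP signal decrease of at least 30% at 10 µM or well 3 SD below plate mean, unless failing retest; inactive means the rest, including hits failing retest or dose response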; further: some compounds called inactive have numbers as strong as hits; many of its hits are not listed in these tables
IDE inh – inhibitors of human insulin-degrading enzyme in cells; HEK cells, FAbetaB cleavage, fluorescence polarization; AID 434962; inhibition, % at 5.59 µM; 320,000 tested, 0.41% active; P14735;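 active means percent inhibition above the average of all tested compounds plus 3 SD, set per screening campaign, cut at about 16% in these data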;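 further: IDE supplied by intact live HEK cells; FP after avidin binding of uncleaved biotin substrate so inhibition keeps polarization high; 0% = DMSO wells and 100% = 60 µM reference IDE inhibitor Ii1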
PHOSPHO1 inh – PHOSPHO1 (human) inhibition; Q8TCT1; recombinant PHOSPHO1, absorbance phosphatase assay; inhibition, % at 13.3 µM; 290,000 tested, 1.1% active; in the data active means inhibition above about 60%
IDE act – activators of human insulin-degrading enzyme in cells; HEK cells, FAbeta-B cleavage, fluorescence polarization; 0% vehicle, 100% cell-free pure enzyme wells; 340,000 tested, 0.073% active; activation, % at 5.96 µM; P14735; AID 493087;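 active means activation above the mean of all tested compounds plus 3 SD, set per screening campaign, cut at about 17% in these data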
CRFBP-R2 agonist – agonists of human CRF-binding protein/CRF-R2 receptor complex; HEK293 CRF-R2/CRF-BP, calcium dye fluorescence (FLIPR); percent of saturating CRF peptide response; activation, % at 13.2 µM; 350,000 tested, 0.46% active;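 active means activation of at least 50%, plus an integration ratio under a set limit after plate pattern correction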;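 further: plate controls were neutral control wells without compound for no effect and CRF at EC100 for full effect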
The depositor's hits bear a star; & = joins results of further samples; ! = not active in a repeat.

Screening CC(C)(C)c1cc(NS(=O)(=O)c2ccc(Br)s2)no1 returned CHRM4 PAM -3, GalR3 antag -2, MEKK3 PB1 HTS 102, CRFR2-BP antag 7, p-CIP stab down -1, IDE inh 0, PHOSPHO1 inh 21, IDE act 3 and CRFBP-R2 agonist -1.0.
`COc1ccc(C(=O)NC(=S)Nc2ccc(CN3CCOCC3)cc2)cc1` gave CHRM4 PAM -4, GalR3 antag 3, MEKK3 PB1 HTS 103, CRFR2-BP antag 21, p-CIP stab down -2, IDE inh 12, PHOSPHO1 inh 29 and CRFBP-R2 agonist 0.0.
c1ccc(CN2CCN(c3nc4ccccc4n4cnnc34)CC2)cc1 was read as CHRM4 PAM -5, GalR3 antag -4, MEKK3 PB1 HTS 107, CRFR2-BP antag -21, p-CIP stab down -19, IDE inh -1, PHOSPHO1 inh 15, IDE act 3 and CRFBP-R2 agonist 0.5.
Screening CC12CCC(C(=O)NNC(=O)c3ccc(Br)cc3)(OC1=O)C2(C)C (stereo unspecified) returned CHRM4 PAM 0, GalR3 antag -7, MEKK3 PB1 HTS 102, CRFR2-BP antag -17, p-CIP stab down -10, IDE inh 1, PHOSPHO1 inh 33, IDE act -1 and CRFBP-R2 agonist -0.7.
For CC(C)c1nnc(NC(=O)c2cc3cc(Br)ccc3oc2=O)s1 the results were CHRM4 PAM 8, GalR3 antag -4, MEKK3 PB1 HTS 97, CRFR2-BP antag -10, p-CIP stab down -7, IDE inh 1, PHOSPHO1 inh 20, IDE act 1 and CRFBP-R2 agonist 0.7.
For O=C(O/N=C1\CCS(=O)(=O)c2sccc21)C1CC1 the results were CHRM4 PAM 3, GalR3 antag 6, MEKK3 PB1 HTS 100, CRFR2-BP antag 9, p-CIP stab down 8, IDE inh -2, PHOSPHO1 inh -5, IDE act 2 and CRFBP-R2 agonist -1.5.
CCOC(=O)C1CCN(C(=O)CN2C(=O)c3cccnc3Oc3ccc(C)cc32)CC1 was read as CHRM4 PAM -10, GalR3 antag -6, MEKK3 PB1 HTS 103, CRFR2-BP antag -10, p-CIP stab down -14, IDE inh -2, PHOSPHO1 inh -16, IDE act 5 and CRFBP-R2 agonist 0.3.
For Cc1ccc(C(=O)N/N=C\C2CC=CCC2)cc1[N+](=O)[O-] (stereo unspecified) the results were CHRM4 PAM 0, GalR3 antag -1, MEKK3 PB1 HTS 99, CRFR2-BP antag 2, p-CIP stab down 3, IDE inh 0, PHOSPHO1 inh 56, IDE act 2 and CRFBP-R2 agonist -0.6.
For C=CCNc1nc(C)c(CNc2c(C)cc(C)cc2C)nc1C#N the results were CHRM4 PAM -2, GalR3 antag -4, MEKK3 PB1 HTS 115, CRFR2-BP antag 2, p-CIP stab down -9, IDE inh -1, PHOSPHO1 inh 8, IDE act 0 and CRFBP-R2 agonist -2.0.
Cc1nc(SCC(=O)N2CCN(C(=O)c3cccs3)CC2)c2c(C)c(C)sc2n1 was read as CHRM4 PAM 1, GalR3 antag -1, CRFR2-BP antag 5, IDE act -11 and CRFBP-R2 agonist -2.9.
For COc1ccc(Cc2nc3ccc(C(=O)NCCSC)cc3o2)cc1 the results were CHRM4 PAM -1, GalR3 antag -6, MEKK3 PB1 HTS 107, CRFR2-BP antag 10, IDE inh 3, IDE act 3 and CRFBP-R2 agonist 0.9.
For CC1(C)CC(=O)C(C2(O)C(=O)N(Cc3ccccc3)c3ccccc32)CO1 (stereo unspecified) the results were CHRM4 PAM -4, GalR3 antag 0, MEKK3 PB1 HTS 99, CRFR2-BP antag 8, p-CIP stab down 1, IDE inh 2, PHOSPHO1 inh -12, IDE act -1 and CRFBP-R2 agonist -0.6.
Screening COc1ccc(C)cc1NC(=O)C(Sc1nnc(Nc2cc(C)ccc2OC)s1)c1ccccc1 (stereo unspecified) returned CHRM4 PAM 0, GalR3 antag -2, MEKK3 PB1 HTS 104, CRFR2-BP antag 3, p-CIP stab down -3, IDE inh -3, PHOSPHO1 inh 14, IDE act 2 and CRFBP-R2 agonist -2.3.
Screening NC(=O)NCCCC(=O)NCC(c1ccccc1Cl)c1c[nH]c2ccccc12 (stereo unspecified) returned CHRM4 PAM 6, GalR3 antag -10, MEKK3 PB1 HTS 103, CRFR2-BP antag -1, p-CIP stab down 1, IDE inh 0, PHOSPHO1 inh 48, IDE act 0 and CRFBP-R2 agonist -0.9.
Screening CCN(CC)c1ccc(/C=C(\C#N)C(N)=S)cc1 returned CHRM4 PAM 0, GalR3 antag -2, MEKK3 PB1 HTS 96, CRFR2-BP antag -56, p-CIP stab down -5, IDE inh 22*, PHOSPHO1 inh 20, IDE act -101 and CRFBP-R2 agonist 72*.
Screening COc1ccc(C2Nc3ccccc3C(=O)N2NS(=O)(=O)c2ccc(C)cc2)c(OC)c1 (stereo unspecified) returned CHRM4 PAM 6, GalR3 antag -10, MEKK3 PB1 HTS 101, CRFR2-BP antag 0, p-CIP stab down -10, IDE inh 0, PHOSPHO1 inh 8, IDE act 0 and CRFBP-R2 agonist -0.7.
C[C@@H]1CN([C@@H](C)CO)C(=O)CCCn2nncc2CO[C@@H]1CN(C)C(=O)c1ccc2ccn(C)c2c1 was read as CHRM4 PAM -2, GalR3 antag -8, CRFR2-BP antag -7 and CRFBP-R2 agonist 0.0.
Screening COc1ccc(CC(=O)N/N=C(\C)c2cccs2)cc1OC returned CHRM4 PAM -1, GalR3 antag -3, MEKK3 PB1 HTS 101, CRFR2-BP antag -2, p-CIP stab down -4, PHOSPHO1 inh 42, IDE act 5 and CRFBP-R2 agonist 0.2.
For COc1cc(N=c2ssnc2Cl)c(OC)cc1Cl the results were CHRM4 PAM 0&-1, GalR3 antag -4&1, MEKK3 PB1 HTS 98, CRFR2-BP antag -11&-38, p-CIP stab down -6, IDE inh 18*!, PHOSPHO1 inh 91*, IDE act -19&-21 and CRFBP-R2 agonist 2.4&14.
For CC(C)OCCCNC(=O)CCCC(=O)Nc1ccc(OCCc2ccccc2)cc1 the results were CHRM4 PAM -7, GalR3 antag -6, MEKK3 PB1 HTS 97, CRFR2-BP antag -6, p-CIP stab down -6, IDE inh 2, PHOSPHO1 inh 36, IDE act -4 and CRFBP-R2 agonist -0.7.

The last 2 records of the part before come first, to join the parts.
For COc1cc(N=c2ssnc2Cl)c(OC)cc1Cl the results were CHRM4 PAM 0&-1, GalR3 antag -4&1, MEKK3 PB1 HTS 98, CRFR2-BP antag -11&-38, p-CIP stab down -6, IDE inh 18*!, PHOSPHO1 inh 91*, IDE act -19&-21 and CRFBP-R2 agonist 2.4&14.
For CC(C)OCCCNC(=O)CCCC(=O)Nc1ccc(OCCc2ccccc2)cc1 the results were CHRM4 PAM -7, GalR3 antag -6, MEKK3 PB1 HTS 97, CRFR2-BP antag -6, p-CIP stab down -6, IDE inh 2, PHOSPHO1 inh 36, IDE act -4 and CRFBP-R2 agonist -0.7.
For CCCC[C@@H]1C[C@H]1[C@@H](NC(=O)c1ccco1)c1ccc(C(=O)OC)cc1 the results were GalR3 antag -3, MEKK3 PB1 HTS 103, CRFR2-BP antag 1, IDE inh -2 and CRFBP-R2 agonist -2.2.
`COCCN(C(=O)COC(=O)CSc1ccc(Cl)cc1)c1c(N)n(CC(C)C)c(=O)[nH]c1=O` gave CHRM4 PAM -3, GalR3 antag -4, CRFR2-BP antag -6, IDE act 6 and CRFBP-R2 agonist -0.9.
For COC(=O)c1ccc(OC(=O)c2cccnc2SC)cc1 the results were CHRM4 PAM 0, GalR3 antag -9, MEKK3 PB1 HTS 96, CRFR2-BP antag 1, p-CIP stab down 5, IDE inh 0, PHOSPHO1 inh 19, IDE act 5 and CRFBP-R2 agonist 0.4.
For Cc1cccc(NC(=O)Nc2c(C)[nH]c(=O)[nH]c2=O)c1C the results were CHRM4 PAM -1, GalR3 antag -2, MEKK3 PB1 HTS 95, CRFR2-BP antag 1, p-CIP stab down -2, IDE inh 7, PHOSPHO1 inh 19, IDE act 4 and CRFBP-R2 agonist -0.3.
For COc1ccc(CNC(=O)c2ccc3ccccc3n2)cc1 the results were CHRM4 PAM -1, GalR3 antag -8, MEKK3 PB1 HTS 98, CRFR2-BP antag 11, p-CIP stab down 2, IDE inh 5, PHOSPHO1 inh 19, IDE act 3 and CRFBP-R2 agonist -0.1.
CCOC(=O)Cc1csc(NC(=O)CCc2ccccc2)n1 was read as CHRM4 PAM 4, GalR3 antag 0, MEKK3 PB1 HTS 105, CRFR2-BP antag 2, p-CIP stab down -9, IDE inh -2, PHOSPHO1 inh 9, IDE act 5 and CRFBP-R2 agonist -2.5.
Screening O=C(Nc1ccc(N2CCOCC2)c(Cl)c1)c1ccco1 returned CHRM4 PAM -4, GalR3 antag 1, MEKK3 PB1 HTS 101, CRFR2-BP antag 7, p-CIP stab down 9, IDE inh 4, PHOSPHO1 inh -42, IDE act 0 and CRFBP-R2 agonist -0.8.
CCOC(=O)c1cc(NC(=O)Nc2nccs2)c(C)nc1C was read as CHRM4 PAM 4, GalR3 antag 5, MEKK3 PB1 HTS 104, CRFR2-BP antag -9, p-CIP stab down 1, IDE inh 0, PHOSPHO1 inh 10, IDE act 2 and CRFBP-R2 agonist -1.0.
Screening CCC1CCCCN1CCCNC(=O)C1CCC(CNS(=O)(=O)c2c(C)cc(C)cc2C)CC1 (stereo unspecified) returned CHRM4 PAM -11, GalR3 antag -6, MEKK3 PB1 HTS 90, CRFR2-BP antag -6, p-CIP stab down -10, IDE inh -2, PHOSPHO1 inh 38, IDE act 6 and CRFBP-R2 agonist 3.7.
Screening Cc1ccc(S(=O)(=O)N2CCN(C(=O)COC(=O)CSc3ccccc3)CC2)c(C)c1 returned CHRM4 PAM -1, GalR3 antag -2, CRFR2-BP antag -4, IDE inh -1, IDE act 4 and CRFBP-R2 agonist 1.4.
Screening CN(C)C(=O)c1ccc(NC(=O)COC(=O)CC23CC4CC(CC(Br)(C4)C2)C3)cc1 returned CHRM4 PAM 17, GalR3 antag -2, CRFR2-BP antag 8, IDE inh 4, IDE act 1 and CRFBP-R2 agonist 0.2.
Screening Cc1ccc2nc(N3CCN(C(=O)c4ccc(F)cc4)CC3)c(C#N)cc2c1 returned CHRM4 PAM -8, GalR3 antag -5, MEKK3 PB1 HTS 98, CRFR2-BP antag 2, p-CIP stab down 8, IDE inh 4, IDE act -2 and CRFBP-R2 agonist -1.1.
For Cc1nn(Cc2ccc(Cl)cc2)c(C)c1NC(=O)C1CC=CCC1C(=O)O (stereo unspecified) the results were CHRM4 PAM -1, GalR3 antag -2, MEKK3 PB1 HTS 106, CRFR2-BP antag 4, p-CIP stab down -14, IDE inh -1, PHOSPHO1 inh 47, IDE act 1 and CRFBP-R2 agonist -1.8.
For COc1cc(OC)cc(C(=O)Nc2cccc(-c3ccc4nncn4n3)c2)c1 the results were MEKK3 PB1 HTS 93, p-CIP stab down 22, IDE inh 2 and PHOSPHO1 inh 44.
Screening COc1ccccc1CCNC(=O)C(=O)NCC1OCCN1S(=O)(=O)c1ccc(Cl)cc1 (stereo unspecified) returned CHRM4 PAM -2, MEKK3 PB1 HTS 102, CRFR2-BP antag 28, p-CIP stab down -10, IDE inh -1, PHOSPHO1 inh 0, IDE act 6 and CRFBP-R2 agonist -2.0.
Cc1cccc(OCC(O)Cn2ccnc2C)c1 (stereo unspecified) was read as CHRM4 PAM -1, GalR3 antag 0, MEKK3 PB1 HTS 107, CRFR2-BP antag 17, p-CIP stab down 1, IDE inh -2, PHOSPHO1 inh 14, IDE act 2 and CRFBP-R2 agonist -0.1.
Screening CCOC(=O)C1=C(C)NC2=C(C(=O)CCC2)C1c1ccc(O)c(OCC)c1 (stereo unspecified) returned CHRM4 PAM 20, GalR3 antag 16*, MEKK3 PB1 HTS 105, CRFR2-BP antag 7, p-CIP stab down 0, IDE inh 9, PHOSPHO1 inh -5, IDE act -3 and CRFBP-R2 agonist -0.4.
